Compound activity: PubChem BioAssay, several laboratories
Y pestis TopoI: Yersinia pestis topoisomerase I inhibitors, primary screen, biochemical, cleavage product accumulation, plate reader, single point. activity, % at 10 µM. DNA topoisomerase I (Yersinia pestis CO92). Y. pestis Topo-I cleavage product accumulation. actives 0.064% (n = 360,000); in the data active means activity above about 50%, passing the limit was not always enough; inconclusive means no clear call, values can overlap the other calls; further: inactives centre near 2
PfHsp40 rescue: rescue of yeast from PfHsp40 toxicity, primary screen, S. cerevisiae, ATP luminescence. AID 504582, 2011. actives 0.68% (n = 340,000). S. cerevisiae expressing PfHsp40, growth rescue. growth rescue, % at 12.5 µM; in the data active means growth rescue above about 28%, passing the limit was not always enough; inconclusive means no clear call, values can overlap the other calls;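 further: yeast W303a lacking pdr1 and pdr3 grown in galactose medium; growth measured after three days at 30 °C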
Vc quorum ag: inducers of Vibrio cholerae quorum light production without autoinducers, primary screen, BH1578 luxS cqsA deficient, single point; activation, % at 18.7 µM; actives 0.16% (n = 350,000); AID 588436, 2011; V. cholerae BH1578 lux reporter, luminescence, 6 h; in the data active means activation mostly above about 9.7%, no sharp cut-off; inconclusive means no clear call, values can overlap the other calls; inactive means mostly below about 3.7%; further: not every result past the cut was called active; inactives centre near 0; reference of the scale not given here
TcdB GH inh: TcdB glycohydrolase inhibitors, primary screen, biochemical, single point, plate reader; TcdB glycohydrolase enzymatic assay; actives 0.24% (n = 350,000); inhibition, % at 9.99 µM; Toxin B (Clostridioides difficile), P18177; AID 652162, 2013; in the data active means inhibition above about 10%
SARS 3CLpro inh: SARS-CoV 3CLpro protease inhibitors, primary screen, biochemical, quenched FRET. recombinant SARS-CoV 3CLpro, quenched FRET peptide cleavage. inhibition, % at 6 µM. AID 1706, 2009. actives 0.14% (n = 290,000); in the data active means inhibition above about 12%
SSB-PriA inh: inhibitors of Klebsiella pneumoniae PriA binding to SSB C-terminal tail, primary screen, biochemical, AlphaScreen; PriA–SSB C-terminal tail interaction (Klebsiella pneumoniae); AlphaScreen SSBct-PriA binding, biotinylated peptide; inhibition, % at 33 µM; actives 0.6% (n = 430,000); in the data active means inhibition mostly above about 37%, no sharp cut-off; inactive means mostly below about 20%;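 further: plate controls were negative control peptide for no effect and reference peptide for full effect; strong numbers were not always called active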
DUSP3 inh: VHR1 phosphatase inhibitors, primary screen, biochemical, absorbance, uHTS; Dual specificity protein phosphatase 3 (Homo sapiens), P51452; recombinant VHR phosphatase, pNPP absorbance; inhibition, % at 13.3 µM; actives 0.52% (n = 290,000); AID 1654, 2009; in the data active means inhibition above about 50%; further: some compounds called inactive have numbers as strong as hits
Anthrax LF prot: Bacillus anthracis LF protease inhibitors, primary screen, biochemical, multiplex microsphere, MLPCN library | multiplex microsphere protease cleavage assay | inhibition, % at 10 µM | actives 0.12% (n = 360,000); further: plate controls were buffer without enzyme for full effect and enzyme alone for no effect
CCHFV vOTU inh: CCHFV vOTU protease inhibitors, primary screen, biochemical, Pep-AMC substrate, fluorescence | Crimean-Congo hemorrhagic fever virus L polyprotein viral ovarian tumor (vOTU) protease … | inhibition, % at 11.5 µM | actives 0.55% (n = 370,000) | AID 651958, 2012; in the data active means inhibition above about 30%; further: 0% = vehicle wells with enzyme and 100% = no enzyme wells
BoNT-A LC inh2: BoNT/A light chain protease inhibitors, primary screen, biochemical, flow cytometry, MLPCN library; inhibition, % at 10 µM; Botulinum neurotoxin type A light chain protease (Clostridium botulinum A str. ATCC 3502); AID 588499, 2011; actives 0.17% (n = 360,000); multiplex microsphere protease substrate cleavage; further: plate controls were buffer without enzyme for full effect and enzyme alone for no effect
Starred values were filed as active, the others as inactive; & = joins results of further samples. Unless noted, no stated cut-off is given here; in the data, active means inhibition above about 30%; inconclusive means no clear call, values can overlap the other calls; inactive means below that.

What do the screens show for `CCOc1cc(NS(=O)(=O)c2ccc(NC(C)=O)cc2)c(OCC)cc1NC(=O)C(C)C`?
Y pestis TopoI: 0; PfHsp40 rescue: 0.0; Vc quorum ag: -2.0; SARS 3CLpro inh: -7; SSB-PriA inh: -25; DUSP3 inh: -14; Anthrax LF prot: -8; CCHFV vOTU inh: -7; BoNT-A LC inh2: 3.2

What do the screens show for `CCOC(=O)COc1coc(CN2CCN(c3ccccc3)CC2)cc1=O`?
Y pestis TopoI: 4; PfHsp40 rescue: 0.3; Vc quorum ag: -0.3; TcdB GH inh: 1.5; SARS 3CLpro inh: -1; SSB-PriA inh: 7&8; DUSP3 inh: 31; Anthrax LF prot: 4; CCHFV vOTU inh: 14; BoNT-A LC inh2: -1.5

How did COc1ccccc1C(=O)Nc1ccc2c(c1)OCO2 do in these assays?
Y pestis TopoI: 0; PfHsp40 rescue: 1.1; Vc quorum ag: -0.8; SARS 3CLpro inh: -2; SSB-PriA inh: -23; DUSP3 inh: 25; Anthrax LF prot: -1; CCHFV vOTU inh: 5; BoNT-A LC inh2: 1.2

How did O=C(CCl)Nc1ccc(N2CCCCCC2)cc1 do in these assays?
Y pestis TopoI: 2; PfHsp40 rescue: 2.8; Vc quorum ag: -0.6; TcdB GH inh: -11; SARS 3CLpro inh: 1; SSB-PriA inh: 31; DUSP3 inh: 22; Anthrax LF prot: -3; CCHFV vOTU inh: 3; BoNT-A LC inh2: 0.1

What do the screens show for `O=C(NC1CCN(Cc2ccccc2)CC1)c1ccccc1NS(=O)(=O)c1ccc(F)c(F)c1`?
Y pestis TopoI: 5; PfHsp40 rescue: -0.5; Vc quorum ag: -0.8; TcdB GH inh: 2.4; SSB-PriA inh: -10; Anthrax LF prot: -2; CCHFV vOTU inh: 3; BoNT-A LC inh2: 0.7

How did O=C(COc1cccnc1[N+](=O)[O-])Nc1ccc(Cl)c(S(=O)(=O)N2CCOCC2)c1 do in these assays?
Y pestis TopoI: -11; PfHsp40 rescue: 17; Vc quorum ag: -0.5; TcdB GH inh: 0.4; SARS 3CLpro inh: -2; SSB-PriA inh: 1; DUSP3 inh: 8; Anthrax LF prot: -1; CCHFV vOTU inh: 6; BoNT-A LC inh2: -0.4

How did CC[C@]12c3[nH]c4ccc(Cl)cc4c3CCN1C(=O)[C@@H](CC(=O)NCc1cccc(C(F)(F)F)c1)C[C@@H]2C(=O)N1CCN(C(=O)c2ccco2)CC1 do in these assays?
Y pestis TopoI: 7; PfHsp40 rescue: 0.7; Vc quorum ag: -1.0; TcdB GH inh: 1.2; SSB-PriA inh: -3; Anthrax LF prot: 1; CCHFV vOTU inh: 16; BoNT-A LC inh2: -0.4

Results for CN(CC(=O)Nc1c(Cl)cccc1Cl)C(=O)CCCN1C(=O)c2ccccc2C1=O ?
Y pestis TopoI: -8; PfHsp40 rescue: -1.0; Vc quorum ag: -0.3; SARS 3CLpro inh: -2; SSB-PriA inh: 1; DUSP3 inh: 5; Anthrax LF prot: -3; CCHFV vOTU inh: 8; BoNT-A LC inh2: -1.0

What do the screens show for `CC1(C)Cc2cccc(OCC(=O)Nc3ccc(OCC(N)=O)cc3)c2O1`?
Y pestis TopoI: 8; PfHsp40 rescue: 0.0; Vc quorum ag: inactive; TcdB GH inh: 0.7; SARS 3CLpro inh: 0; SSB-PriA inh: -1; DUSP3 inh: 3; Anthrax LF prot: -2; CCHFV vOTU inh: -12; BoNT-A LC inh2: -0.2

How did Nc1nc(NCCc2ccccc2)nc(NCc2ccccc2)c1[N+](=O)[O-] do in these assays?
Y pestis TopoI: 21; PfHsp40 rescue: 1.5; Vc quorum ag: -2.2; TcdB GH inh: 0.1; SARS 3CLpro inh: 1; SSB-PriA inh: -1; DUSP3 inh: -1; Anthrax LF prot: -2; CCHFV vOTU inh: -10; BoNT-A LC inh2: -0.7

How did CC(=O)NN1C(=O)c2ccc(Oc3cccc([N+](=O)[O-])c3)cc2C1=O do in these assays?
Y pestis TopoI: 1; PfHsp40 rescue: 1.1; Vc quorum ag: -0.4; SARS 3CLpro inh: 5; SSB-PriA inh: -1; DUSP3 inh: 44; Anthrax LF prot: -3; CCHFV vOTU inh: 1; BoNT-A LC inh2: -0.5

Results for CN1CCN(C2CCN(c3cccc(Cl)c3)CC2)CC1CCO (stereo not given) ?
Y pestis TopoI: 7; PfHsp40 rescue: 0.0; Vc quorum ag: 0.3; TcdB GH inh: 1.0; SARS 3CLpro inh: -1; SSB-PriA inh: -12; DUSP3 inh: 6; Anthrax LF prot: 1; CCHFV vOTU inh: -15; BoNT-A LC inh2: -5.2

What do the screens show for `COc1ccc(NS(=O)(=O)c2cc(N/C(=N\S(=O)(=O)c3ccccc3)c3ccc(F)cc3)ccc2Cl)cc1`?
Y pestis TopoI: 11; PfHsp40 rescue: 0.9; Vc quorum ag: -2.7; SARS 3CLpro inh: 2; DUSP3 inh: -7; Anthrax LF prot: -3; CCHFV vOTU inh: 14; BoNT-A LC inh2: 0.2

Results for COc1ccc(/C=C2\SC(=O)N=C2N)cc1OC ?
Y pestis TopoI: -3; PfHsp40 rescue: -0.6; Vc quorum ag: 0.5; TcdB GH inh: 0.3; SARS 3CLpro inh: -3; DUSP3 inh: 12; Anthrax LF prot: -1; CCHFV vOTU inh: -2; BoNT-A LC inh2: -0.7

What do the screens show for `O=C(O)CCCC(=O)N1CCC(C(O)(c2ccccc2)c2ccccc2)CC1`?
Y pestis TopoI: 7; PfHsp40 rescue: -1.1; Vc quorum ag: 1.1; TcdB GH inh: 0.7; SARS 3CLpro inh: -4; SSB-PriA inh: 2; DUSP3 inh: 2; Anthrax LF prot: -7; CCHFV vOTU inh: 1; BoNT-A LC inh2: -0.2

Reprinted at random: 2 records from the list.
What do the screens show for `CC1(C)Cc2cccc(OCC(=O)Nc3ccc(OCC(N)=O)cc3)c2O1`?
Y pestis TopoI: 8; PfHsp40 rescue: 0.0; Vc quorum ag: inactive; TcdB GH inh: 0.7; SARS 3CLpro inh: 0; SSB-PriA inh: -1; DUSP3 inh: 3; Anthrax LF prot: -2; CCHFV vOTU inh: -12; BoNT-A LC inh2: -0.2

How did O=C(COc1cccnc1[N+](=O)[O-])Nc1ccc(Cl)c(S(=O)(=O)N2CCOCC2)c1 do in these assays?
Y pestis TopoI: -11; PfHsp40 rescue: 17; Vc quorum ag: -0.5; TcdB GH inh: 0.4; SARS 3CLpro inh: -2; SSB-PriA inh: 1; DUSP3 inh: 8; Anthrax LF prot: -1; CCHFV vOTU inh: 6; BoNT-A LC inh2: -0.4

The listing continues.
How did C#CCOCCOCCOCCNc1nc(N2CCN(C(=O)C([C@@H](C)O)n3cc([C@@H](N)CCCCN)nn3)CC2)nc(N2CCN(C(=O)[C@H](CCCCN)n3cc([C@@H](N)CC(N)=O)nn3)CC2)n1 (stereo not given in full) do in these assays?
Y pestis TopoI: -26; PfHsp40 rescue: -2.4; Vc quorum ag: inactive; TcdB GH inh: -0.1; SSB-PriA inh: 1; Anthrax LF prot: -1; CCHFV vOTU inh: 3; BoNT-A LC inh2: 0.6

Results for COC(=O)CSc1nc2ccc(NC(=O)CSc3nnnn3Cc3ccccc3)cc2s1 ?
Y pestis TopoI: 28; PfHsp40 rescue: 0.0; Vc quorum ag: inactive; SARS 3CLpro inh: -6; SSB-PriA inh: 1; DUSP3 inh: 29; Anthrax LF prot: 9; CCHFV vOTU inh: 2; BoNT-A LC inh2: -0.1

Results for COc1ccccc1OCC(=O)Nc1cccc(S(=O)(=O)NC2=NCCCCC2)c1 ?
Y pestis TopoI: 12; PfHsp40 rescue: 0.4; Vc quorum ag: -1.4; TcdB GH inh: 1.4; SSB-PriA inh: -3; Anthrax LF prot: -3; CCHFV vOTU inh: -10; BoNT-A LC inh2: 2.9

What do the screens show for `CCCCNC(=O)C(CC)Sc1nc2sc(C(=O)OC)c(C)c2c(=O)n1N` (stereo not given)?
Y pestis TopoI: -7; PfHsp40 rescue: 0.1; Vc quorum ag: -0.3; SARS 3CLpro inh: -3; SSB-PriA inh: -9; DUSP3 inh: 40; Anthrax LF prot: 7; CCHFV vOTU inh: 5; BoNT-A LC inh2: -0.6

What do the screens show for `O=C(COC(=O)c1cc(=O)[nH]c2ccccc12)Nc1ccccc1F`?
Y pestis TopoI: -4; PfHsp40 rescue: 0.5; Vc quorum ag: inactive; TcdB GH inh: -0.9; SSB-PriA inh: -12; Anthrax LF prot: 1; CCHFV vOTU inh: -5; BoNT-A LC inh2: -0.1

Results for O=[N+]([O-])c1ccc(NN=Cc2cccc3ccccc23)nc1 ?
Y pestis TopoI: -15; PfHsp40 rescue: -0.1; Vc quorum ag: -3.3; TcdB GH inh: -0.4; SSB-PriA inh: -5; Anthrax LF prot: 2; CCHFV vOTU inh: -6; BoNT-A LC inh2: 1.8

How did c1ccc(Nc2ccccc2)cc1 do in these assays?
Y pestis TopoI: 3; PfHsp40 rescue: -1.9; Vc quorum ag: inactive; TcdB GH inh: 1.0; SSB-PriA inh: -9; Anthrax LF prot: -2; CCHFV vOTU inh: -1; BoNT-A LC inh2: 4.4

How did CCCc1nc(NCc2ccccc2)c(C#N)c2c1CCCC2 do in these assays?
Y pestis TopoI: 6; PfHsp40 rescue: 0.3; Vc quorum ag: inactive; TcdB GH inh: 2.4; SARS 3CLpro inh: -5; SSB-PriA inh: -25; DUSP3 inh: 2; Anthrax LF prot: -2; CCHFV vOTU inh: -2; BoNT-A LC inh2: -0.3

How did COc1ccc(Nc2oc(-c3ccc(OC)cc3)nc2C#N)cc1 do in these assays?
Y pestis TopoI: -7; PfHsp40 rescue: 0.2; Vc quorum ag: -1.0; TcdB GH inh: -1.5; SARS 3CLpro inh: 1; SSB-PriA inh: -2; DUSP3 inh: -1; Anthrax LF prot: 0; CCHFV vOTU inh: -15; BoNT-A LC inh2: inconclusive

How did CCOC(=O)c1c(C)[nH]c(C(=O)COC(=O)c2ccc(F)c(S(=O)(=O)N3CCOCC3)c2)c1C do in these assays?
Y pestis TopoI: 12; PfHsp40 rescue: 0.2; Vc quorum ag: -6.2; SARS 3CLpro inh: -4; SSB-PriA inh: -23; DUSP3 inh: 16; Anthrax LF prot: 1; CCHFV vOTU inh: 8; BoNT-A LC inh2: 0.2

How did COc1ccc(C(=O)NCCS(=O)(=O)NC2CCCC2)cc1 do in these assays?
Y pestis TopoI: 2; PfHsp40 rescue: 1.0; Vc quorum ag: -1.4; TcdB GH inh: 0.3; SSB-PriA inh: -12; Anthrax LF prot: -5; CCHFV vOTU inh: -10; BoNT-A LC inh2: 0.9

Results for COc1ccc(C(=O)COC(=O)CNC(=O)c2ccc(OC)cc2)cc1 ?
Y pestis TopoI: 12; PfHsp40 rescue: 2.9; Vc quorum ag: -0.3; TcdB GH inh: -0.2; SARS 3CLpro inh: 2; SSB-PriA inh: -5; DUSP3 inh: 24; Anthrax LF prot: -4; CCHFV vOTU inh: -8; BoNT-A LC inh2: -0.7

A portion of the library; count on the stated rates, not on these rows.
